ERp5 block: blocks human ERp5 reductase activity on insulin | Q15084 | ERp5 insulin aggregation, absorbance 650 nm, 90 min | inhibition, % at 9.99 µM | hit rate 0.05% among 350,000 | AID 651711;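 active = mean replicate inhibition above about 25%, with every replicate also reaching it, limit read from the data, passing the limit was not always enough; inconclusive = only one of those two criteria met; inactive = neither criterion met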
miR-122 sensor: miR-122 inhibition in Huh7 cells; hit rate 0.3% among 340,000; Huh7 miR-122 Renilla luciferase sensor, 48 h; neutral wells = 0, positive control = 100; AID 602342; activation (reporter increase), % at 12.5 µM;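 active = mean replicate activation score at least 90 and every replicate individually at or above 90; inconclusive = only one of the two criteria met; inactive = neither criterion met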;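 also: higher luciferase means less miR-122 activity so hits act as miR-122 inhibitors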
Casp6 inh: inhibitors of human caspase-6; P55212; purified caspase-6, Z-VEID-R110 cleavage fluorescence; inhibition, % at 12.5 µM; hit rate 0.53% among 350,000; AID 686996;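 active = mean inhibition across replicates at least about 35%, with every replicate also reaching that limit, limit read from the data; inconclusive = only one of the two criteria met; inactive = neither criterion met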;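 also: 0% = median of neutral control wells and 100% = no fluorescence left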
Target sequence (P55212 24-179 limits assumed): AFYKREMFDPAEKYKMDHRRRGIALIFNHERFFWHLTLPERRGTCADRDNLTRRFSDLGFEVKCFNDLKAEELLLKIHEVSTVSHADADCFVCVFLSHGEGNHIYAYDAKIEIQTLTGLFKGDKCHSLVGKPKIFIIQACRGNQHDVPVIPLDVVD
Target sequence (P55212 194-293 limits assumed): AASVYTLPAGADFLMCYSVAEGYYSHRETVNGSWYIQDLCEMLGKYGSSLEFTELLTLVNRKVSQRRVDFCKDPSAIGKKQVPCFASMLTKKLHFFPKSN
ERAP1 inh: blocks human ERAP1 aminopeptidase activity; Q9NZ08; recombinant ERAP1, Leu-AMC fluorescence, 60 min; inhibition, % at 10.7 µM; hit rate 0.15% among 340,000; AID 652197;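 active = mean replicate inhibition of at least 30%, or all replicates individually reaching that 30% level; inactive = mean below 30% and not every replicate reaching it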;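 also: 0% = neutral control wells and 100% = L-leucinethiol positive control wells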
SIRT5 inh: inhibitors of human sirtuin-5 desuccinylase. Q9NXA8. inhibition, % at 15 µM. Purified SirT5, succinyl-peptide AMC, trypsin-coupled fluorescence. hit rate 1.1% among 330,000; in the data active = inhibition above about 15%; inconclusive = no clear call, values can overlap the other calls
Target sequence (Q9NXA8 whole entry, looked up): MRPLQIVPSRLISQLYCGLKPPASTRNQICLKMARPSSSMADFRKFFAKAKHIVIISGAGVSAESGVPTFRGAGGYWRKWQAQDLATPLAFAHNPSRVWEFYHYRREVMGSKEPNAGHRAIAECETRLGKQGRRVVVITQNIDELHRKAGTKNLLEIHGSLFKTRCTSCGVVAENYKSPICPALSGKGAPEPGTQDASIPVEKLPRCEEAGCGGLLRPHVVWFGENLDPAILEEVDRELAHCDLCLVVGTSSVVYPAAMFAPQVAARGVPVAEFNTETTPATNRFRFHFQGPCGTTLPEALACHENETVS
F508del corr: correctors of CFTR F508del function in bronchial epithelial cells | hit rate 0.36% among 350,000 | AID 720511 | activity (quench increase), % at 7.58 µM | CFBE cells, YFP halide quenching; stimulated with forskolin plus potentiator P3; % fluorescence drop versus neutral controls;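 active = mean added fluorescence quench of at least 8% versus neutral control, with both replicates also reaching 8%; inconclusive = only one of the mean or replicate conditions met; inactive = mean below 8% and not both replicates reaching 8%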;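 also: cells transiently co-express mutant CFTR-F508del with the halide-sensitive YFP; corrector assay measuring rescue of mutant channel to the surface after 24 h compound exposure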
DENV2 CPE rescue: DENV2-induced cell death inhibition | DENV2-infected cells, cytopathic effect rescue, plate reader | CPE inhibition, % at 9.99 µM | hit rate 1.7% among 350,000; in the data active = CPE inhibition above about 20%, passing the limit was not always enough; inconclusive = no clear call, values can overlap the other calls; tested in BHK-21 cells;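 also: 0% = median of neutral control wells and 100% = median of positive control wells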
* = called active by the depositor; ? = inconclusive; . = not tested or not shown; [ ] = another dose, or the depositor's remark.

#1 CCOc1ccc(S(=O)(=O)Nc2cccc(C)c2)c2cccnc12
#2 O=C(CN1C(=O)c2cccc3cccc(c23)C1=O)NCCN1CCOCC1
#3 CCCCN(C(=O)c1cccc(S(=O)(=O)N2CC(C)OC(C)C2)c1)c1c(N)n(CC(C)C)c(=O)[nH]c1=O (stereo not given)
#4 CCOC(=O)c1sc(NC(=O)CSc2n[nH]c(CC)n2)nc1C
#5 O=C(C[C@H]1CC[C@H]2[C@@H](COC[C@H](O)CN2S(=O)(=O)c2cccc(Cl)c2)O1)Nc1ccccc1
#6 O=C(Nc1cc(-c2ccccc2)nn1-c1ccccc1)c1ccccc1F

Compound	1	2	3	4	5	6
ERp5 block	-2	0	8	-2	4	1
miR-122 sensor	74	.	14	.	2[16.7 µM]	-5
Casp6 inh	-3	13	0	1	-2	2
ERAP1 inh	-2	10	25	-1	0	-2
SIRT5 inh	18*	0	-4	0	9	-4
F508del corr	2.6	3.6	-0.2	-1.5	-3.8	-0.3
DENV2 CPE rescue	2	13	5	.	11	-8

#7 C[C@H](CO)N1C[C@H](C)[C@H](CN(C)S(=O)(=O)c2ccc(Cl)cc2)Oc2ccc(NC(=O)C3CC3)cc2CC1=O
#8 Clc1cccc(-c2ccc(CNCCCN3CCOCC3)o2)c1
#9 CCC(=O)Nc1nnc(S(=O)(=O)N2c3ccccc3CC2C)s1 (stereo not given)
#10 CSc1ccc(/C=C(/NC(=O)c2ccccc2)C(=O)N2CCN(C)CC2)cc1
#11 CN1CCN(C(=O)C[C@H]2C=C[C@@H](NC(=O)Nc3ccccc3F)[C@@H](CO)O2)CC1
#12 CC(C)CN1C(=O)c2ccc(C(=O)Nc3ccccc3C(=O)O)cc2C1=O

Compound	7	8	9	10	11	12
ERp5 block	-6	-5	5	-6	-11	-3
miR-122 sensor	1[16.7 µM]	.	2	.	.	-8
Casp6 inh	4	-14	0	-1	-5	3
ERAP1 inh	-2	0	1	-1	-4	3
SIRT5 inh	2	-2	5	2	-4	-2
F508del corr	2.2	0.8	-3.7	-0.4	0.2	-3.6
DENV2 CPE rescue	6	-1	0	8	0	-4

#13 Cc1cc(N2CCCC(C(=O)Nc3cccc(Cl)c3)C2)n2ncnc2n1 (stereo not given)
#14 COc1cc(OC)c(OC)cc1/C=C(\C#N)C(=O)NCc1cccs1
#15 NS(=O)(=O)c1ccc(CCNC(=O)CSCc2ccccc2)cc1
#16 Cc1ccc(OCC(=O)O/N=C(\N)c2ccncc2)cc1C
#17 Nc1nc(N2CCN(c3cccc(Cl)c3)CC2)n[nH]1
#18 COc1ccc(Cl)cc1NC(=O)CSc1nc2[nH]ncc2c(=O)[nH]1

Compound	13	14	15	16	17	18
ERp5 block	-1	6	0	0	-4	-3
miR-122 sensor	0	1	.	-2	.	12
Casp6 inh	3	-1	2	-1	-1	1
ERAP1 inh	-4	0	-1	-6	0	-8
SIRT5 inh	1	0	-1	0	-2	-5
F508del corr	-1.4	0.5	5.0	-1.3	3.0	.
DENV2 CPE rescue	15	-11	2	1	-3	-5

#19 Cc1ccc(C(=O)OCC(=O)NC2CC2)s1
#20 COc1ccc(NC(=O)Nc2ccc3c(c2)CC(=O)N([C@@H](C)CO)C[C@@H](C)[C@H](CN(C)S(=O)(=O)c2ccc(OC)cc2)O3)cc1
#21 C[C@@H]1CN([C@H](C)CO)C(=O)Cc2cc(NC(=O)CCCCCC(=O)Nc3ccccc3N)ccc2O[C@@H]1CN(C)Cc1ccc(-c2ccccc2)cc1
#22 CC(C)CC(N)c1csc(Nc2ccc(S(C)(=O)=O)cc2)n1 (stereo not given)
#23 C[C@H](NC(=O)c1ccco1)C(=O)N1CCCC1
#24 Cc1noc(C)c1NC(=O)N(C)C[C@@H]1OCCCC[C@H](C)Oc2ccc(NS(=O)(=O)c3cccs3)cc2C(=O)N([C@@H](C)CO)C[C@@H]1C

Compound	19	20	21	22	23	24
ERp5 block	3	0	-8	7	2	-2
miR-122 sensor	-1	-5[16.7 µM]	-14[16.7 µM]	2	-4	7[16.7 µM]
Casp6 inh	7	2	-2	4	-2	-3
ERAP1 inh	4	-2	3	-3	-3	-5
SIRT5 inh	.	6	-6	.	0	-2
F508del corr	0.5	-2.1	-0.8	-0.7	-1.2	-0.4
DENV2 CPE rescue	7	.	4	-8	-3	-8

#25 Cc1ccc(NC(=O)CSCC(=O)N(C)CC(=O)Nc2c(C)cccc2C)cc1
#26 Cc1nnc(NC(=O)CCN2C(=O)C3CC=CCC3C2=O)s1 (stereo not given)
#27 Cc1cc(C)cc(NC(=O)OCCN2CCN(Cc3ccccc3)CCC2=O)c1
#28 Cc1ccc(C(=O)O)cc1-c1ccc(/C=C2\SC(=O)N(CC(=O)Nc3ccccc3)C2=O)o1
#29 FC(F)Sc1ccc(NC(=S)NCC2CCCCC2)cc1
#30 CCCCN(C(=O)c1cc(-c2ccc(F)cc2)nc2ccccc12)c1c(N)n(CCCC)c(=O)[nH]c1=O

Compound	25	26	27	28	29	30
ERp5 block	4	-1	0	-8	-1	3
miR-122 sensor	.	-4	.	-6	.	8
Casp6 inh	0	-2	0	35*	26	-2
ERAP1 inh	2	0	3	2	-2	-3
SIRT5 inh	-4	.	.	3	-2	3
F508del corr	-1.4	0.4	-2.5	-0.6	1.2	-4.0
DENV2 CPE rescue	?	10	-6	-2	.	.

Profiles, quoted from the list:
Cc1cc(C)cc(NC(=O)OCCN2CCN(Cc3ccccc3)CCC2=O)c1 as listed: ERp5 block: 0; miR-122 sensor: .; Casp6 inh: 0; ERAP1 inh: 3; SIRT5 inh: .; F508del corr: -2.5; DENV2 CPE rescue: -6
CCCCN(C(=O)c1cc(-c2ccc(F)cc2)nc2ccccc12)c1c(N)n(CCCC)c(=O)[nH]c1=O as listed: ERp5 block: 3; miR-122 sensor: 8; Casp6 inh: -2; ERAP1 inh: -3; SIRT5 inh: 3; F508del corr: -4.0; DENV2 CPE rescue: .

Next structures follow:
#31 CC(C)CC#Cc1ccc2c(c1)O[C@H](CN(C)Cc1ccc3c(c1)OCO3)[C@@H](C)CN([C@@H](C)CO)S2(=O)=O
#32 OC[C@@H]1[C@@H](c2ccc(-c3ccccc3)cc2)[C@H]2CN(CCC(F)(F)F)CCCCN12
#33 O=C(NCc1ccccc1Cl)C1CCC(=O)N(C2CCCC2)C1 (stereo not given)
#34 COc1ccc(CN(C)C[C@H]2Oc3c(NC(=O)NC(C)C)cccc3C(=O)N([C@@H](C)CO)C[C@H]2C)cc1
#35 Cc1cccnc1NC(=O)Cn1nc([N+](=O)[O-])cc1C
#36 C[C@H](CO)N1C[C@H](C)[C@H](CN(C)C(=O)c2ccncc2)Oc2cc(C3=CCCCC3)ccc2S1(=O)=O

Compound	31	32	33	34	35	36
ERp5 block	1	-2	-2	0	0	2
miR-122 sensor	50[16.7 µM]	1[16.7 µM]	-5	16[16.7 µM]	1	7[16.7 µM]
Casp6 inh	-5	-8	-1	1	4	-2
ERAP1 inh	-4	0	0	0	.	-1
SIRT5 inh	?	-2	2	3	-2	-2
F508del corr	-1.6	-3.9	2.8	4.1	-0.4	1.5
DENV2 CPE rescue	-6	20*	-1	17	1	13

#37 COC1C(O)C(O)C(O)C(O)C1O (stereo not given)
#38 CC(C)C(NS(=O)(=O)c1cccc2nsnc12)C(=O)NCc1ccc2c(c1)OCO2 (stereo not given)
#39 Cc1ccc(CCNC(=O)C(C)n2nc(C)c3c(C)n(-c4ccccc4)nc3c2=O)cc1 (stereo not given)
#40 Nc1ccc(C(=O)N/N=C/c2cccc(Oc3ccccc3)c2)cc1
#41 COc1ccc(C2=NN(CC(=O)Nc3cc(C)ccc3C)C(=O)CC2)cc1
#42 CC(C)(O)C#Cc1cccc(-c2nc(C(=O)NCCCN3CCOCC3)cc3c2[C@H](CCO)N(S(=O)C(C)(C)C)C3)c1 (stereo not given in full)

Compound	37	38	39	40	41	42
ERp5 block	3	8	4	-13	6	6
miR-122 sensor	-4	-4	-4	3	4	8
Casp6 inh	4	-3	0	-4	-6	2
ERAP1 inh	-4	0	1	0	-3	3
SIRT5 inh	-2	0	4	-1	-2	-1
F508del corr	-1.5	0.3	-1.1	-0.7	-2.2	1.5
DENV2 CPE rescue	-8	-2	18	3	-3	-3

#43 COc1ccccc1NC(=O)c1sc2ncn(CC(=O)Nc3ccccc3)c(=O)c2c1C
#44 O=P(O)(O)c1cc(-c2ccccc2)oc1-c1ccccc1
#45 CCn1cc(C(=O)NCc2ccc(C)cc2)c(=O)c2cc(S(=O)(=O)N(C)C)ccc21
#46 O=C(NC1CCCCC1)N1CC(=O)N2[C@H](CO)[C@@H](c3ccc(/C=C/c4ccccc4)cc3)[C@@H]2C1
#47 CCC1Oc2ccccc2N(CC(=O)N2CC(C)CC(C)C2)C1=O (stereo not given)
#48 COc1ccc(N2CCN(C(=O)c3cc(=O)c4cc(C)cc(C)c4o3)CC2)cc1

Compound	43	44	45	46	47	48
ERp5 block	4	-3	1	2	2	0
miR-122 sensor	12	-2	.	.	3	-1
Casp6 inh	1	2	15	5	-2	-1
ERAP1 inh	-2	11	1	1	5	4
SIRT5 inh	2	-11	-1	-1	-5	-1
F508del corr	3.5	-2.6	2.7	0.4	0.6	6.2
DENV2 CPE rescue	?	10	-9	-4	?	-1

#49 Cn1c(-c2ccccc2)c[n+]2c1CCCCC2
#50 Cc1ccc(C2CCN(C(=S)Nc3cccc(Cl)c3)C2)cc1 (stereo not given)
#51 CN1[C@@H]2c3ccc(-c4ccccc4F)c(=O)n3C[C@H]1[C@H](CO)[C@H]2C(=O)NCc1ccccn1
#52 COc1ccc(NC(=O)Nc2ccc3c(c2)CC(=O)N([C@H](C)CO)C[C@@H](C)[C@H](CN(C)C(=O)Nc2ccc(C(F)(F)F)cc2)O3)cc1
#53 CCOC(=O)c1cc2sccc2n1CC(=O)Nc1ccc(OC)c(OC)c1
#54 COCC#Cc1cnc2c(c1)C(=O)N([C@H](C)CO)C[C@@H](C)[C@@H](CN(C)C(=O)c1cccc(F)c1)O2
#55 CN(C)CCCNC(=O)C[C@@H]1CC[C@@H]2[C@H](COC[C@@H](O)CN2C(=O)c2ccncc2)O1
#56 O=C(C1CCCC1)N1CC(=O)N2[C@H](C1)[C@H](c1ccc(-c3cccnc3)cc1)[C@@H]2CO
#57 CCc1ccc(OC(C)C(=O)Nc2ccc(S(=O)(=O)Nc3nccs3)cc2)cc1 (stereo not given)

Compound	49	50	51	52	53	54	55	56	57
ERp5 block	6	-3	2	.	2	-14	1	-2	3
miR-122 sensor	.	4	.	-5[16.7 µM]	.	1[16.7 µM]	29[16.7 µM]	.	37
Casp6 inh	1	-4	3	.	-2	0	0	2	1
ERAP1 inh	5	1	-2	.	5	-2	-1	-6	-4
SIRT5 inh	-2	6	5	.	-3	-5	5	0	3
F508del corr	1.8	0.6	.	0.0	2.1	-4.4	2.4	0.2	1.0
DENV2 CPE rescue	-4	.	-2	-3	0	0	-3	2	4

From PubChem BioAssay
